T cruzi HTS: inhibitors of intracellular Trypanosoma cruzi, primary screen, cell-based, plate reader, single point, set 2; intracellular Trypanosoma cruzi in host cells; activity score (inhibition), % at 5.01 µM; 22,000 tested, 4.9% active; in the data active means activity score above about 55%;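 further: parasites and compound incubated about four days before reading; 0% = median of neutral control wells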
INS-1E ATP HTS: protection of INS-1E cells from cytokine death, primary screen, ATP luminescence, single point. INS-1E cytokine-induced death, 48 h; normalised: neutral wells 0, positive control 100. protection from cytokine-induced ATP loss, % at 10 µM. 20,000 tested, 0.1% active. AID 488910, 2010;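 active means mean replicate protection from cytokine-induced ATP loss at least 50% and at least 75% of replicates each reaching 50%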
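assay system = INS-1E rat insulinoma cells | amount = 8000 cells per well | medium = phenol-red-free RPMI with 5% fetal bovine serum | doses = one compound concentration, pin transfer | timing = 48 h cytokine plus compound treatment, 10 min reagent incubation | also added = IL-1β, TNF-α and IFN-γ cytokine mix | signal = CellTiter-Glo luminescence measuring cellular ATP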
Numbers without * were called inactive; . = not tested or not shown.

canonical_smiles | T cruzi HTS | INS-1E ATP HTS
C[C@H]1CN([C@@H](C)CO)C(=O)c2cc(NC(=O)CCCN(C)C)ccc2O[C@H]1CN(C)S(=O)(=O)c1ccc(Cl)cc1 | -23 | 4
C[C@@H]1CN([C@H](C)CO)C(=O)c2cc(NC(=O)Nc3ccc(C(F)(F)F)cc3)ccc2O[C@@H]1CN(C)CC1CCCCC1 | 48 | -7
CC(C)NC(=O)Nc1ccc2c(c1)CC(=O)N([C@@H](C)CO)C[C@H](C)[C@H](CN(C)Cc1ccncc1)O2 | -16 | 7
C[C@H](CO)N1C[C@H](C)[C@H](CN(C)S(=O)(=O)c2ccccc2)Oc2c(NC(=O)Nc3ccc(C(F)(F)F)cc3)cccc2C1=O | 26 | -12
C[C@@H]1CN([C@H](C)CO)C(=O)CCCn2cc(nn2)CO[C@@H]1CN(C)C(=O)C1CC1 | -17 | .
CC(C)NC(=O)Nc1ccc2c(c1)C(=O)N([C@H](C)CO)C[C@H](C)[C@@H](CN(C)C(=O)Nc1cccc3ccccc13)OCCCC[C@@H](C)O2 | -7 | 7
C[C@@H]1CN([C@H](C)CO)C(=O)CCCn2cc(nn2)CO[C@@H]1CN(C)Cc1ccc(C(=O)O)cc1 | -5 | .
CNC[C@@H]1Oc2c(NS(=O)(=O)c3ccc(Cl)cc3)cccc2C(=O)N([C@H](C)CO)C[C@@H]1C | 29 | -9
C[C@@H]1CN([C@H](C)CO)C(=O)c2cc(NS(=O)(=O)c3ccccc3)ccc2O[C@H]1CN(C)C(=O)Nc1cccc2ccccc12 | -9 | 10
C[C@@H]1CN([C@@H](C)CO)C(=O)c2cccc(NC(=O)Nc3ccc(F)cc3)c2O[C@H]1CN(C)Cc1ccc2c(c1)OCO2 | 7 | -13
C[C@@H]1CN([C@H](C)CO)C(=O)Cc2cc(NC(=O)CCN3CCOCC3)ccc2O[C@@H]1CN(C)Cc1ccc(C(=O)Nc2ccccc2N)cc1 | 24 | -3
C[C@@H]1CN([C@@H](C)CO)C(=O)c2cc(NS(=O)(=O)c3ccccc3)ccc2O[C@@H]1CN(C)S(=O)(=O)c1ccc(Cl)cc1 | 13 | -1
C[C@H]1CN([C@@H](C)CO)C(=O)c2cccc(NS(=O)(=O)c3cn(C)cn3)c2O[C@@H]1CN(C)CC1CCCCC1 | -32 | 10
C[C@@H]1CN([C@@H](C)CO)C(=O)c2cc(NC(=O)NC3CCCCC3)ccc2O[C@H]1CN(C)C(=O)Nc1ccc(C(F)(F)F)cc1 | 1 | -4
COc1ccc(NC(=O)Nc2cccc3c2O[C@H](CN(C)C(=O)Nc2c(C)noc2C)[C@@H](C)CN([C@@H](C)CO)C3=O)cc1 | -14 | 3
C[C@@H]1CN([C@H](C)CO)C(=O)CCCn2cc(nn2)CO[C@H]1CN(C)Cc1ccc(-c2ccccc2)cc1 | -42 | .
Cc1noc(C)c1NC(=O)Nc1ccc2c(c1)CC(=O)N([C@@H](C)CO)C[C@H](C)[C@H](CN(C)Cc1ccc(C(F)(F)F)cc1)O2 | -22 | 0
Cc1ccccc1/C=N/NC(=O)CCCCCCC(=O)O | -12 | -4
COc1ccc(S(=O)(=O)N(C)C[C@@H]2Oc3c(NC(=O)c4nc5ccccc5s4)cccc3C(=O)N([C@@H](C)CO)C[C@@H]2C)cc1 | 17 | -12
C[C@@H]1CN([C@@H](C)CO)C(=O)c2cc(NC(=O)C3CC3)ccc2O[C@H]1CN(C)S(=O)(=O)c1cccs1 | 14 | -1
Cc1noc(C)c1NC(=O)Nc1ccc2c(c1)C(=O)N([C@H](C)CO)C[C@H](C)[C@@H](CN(C)Cc1ccc(C(F)(F)F)cc1)OCCCC[C@@H](C)O2 | . | 21
C[C@H](CO)N1C[C@H](C)[C@H](CN(C)CC2CC2)Oc2ccc(NS(=O)(=O)c3ccc(F)cc3)cc2C1=O | 11 | .
C[C@H]1CN([C@@H](C)CO)C(=O)Cc2cc(N(C)C)ccc2O[C@H]1CN(C)Cc1ccc(C(=O)Nc2ccccc2N)cc1 | 62* | 32
C[C@@H]1CN([C@@H](C)CO)C(=O)c2cccc(NC(=O)CCCCCC(=O)Nc3ccccc3N)c2O[C@H]1CN(C)CC1CCCCC1 | 74* | 16
C[C@@H]1CN([C@@H](C)CO)C(=O)Cc2cc(NC(=O)Nc3cccc4ccccc34)ccc2O[C@@H]1CN(C)CC1CCCCC1 | 60* | -30
COc1ccc(NC(=O)Nc2ccc3c(c2)C(=O)N([C@@H](C)CO)C[C@@H](C)[C@H](CN(C)Cc2ccc(Cl)c(Cl)c2)O3)cc1 | 1 | -22
C[C@@H]1CN([C@@H](C)CO)C(=O)CCCn2nncc2CO[C@H]1CN(C)S(=O)(=O)c1cccs1 | -10 | .
COc1ccc(S(=O)(=O)N(C)C[C@@H]2Oc3ccc(NC(=O)Nc4ccc(F)cc4)cc3CC(=O)N([C@H](C)CO)C[C@H]2C)cc1 | -3 | 2
CNC[C@@H]1Oc2ccc(NC(=O)Nc3ccc(F)cc3)cc2C(=O)N([C@@H](C)CO)C[C@@H]1C | -38 | 3
C[C@@H]1CN([C@H](C)CO)C(=O)c2cccc(N(C)C)c2O[C@@H]1CN(C)C(=O)Nc1ccccc1 | -20 | 5
COc1ccc(NC(=O)N(C)C[C@@H]2Oc3ccc(NC(=O)Cc4ccccc4)cc3C(=O)N([C@@H](C)CO)C[C@@H]2C)cc1 | -20 | .
COc1ccc(S(=O)(=O)N(C)C[C@@H]2Oc3ccc(NC(=O)C4CC4)cc3C(=O)N([C@H](C)CO)C[C@@H]2C)cc1 | 0 | 2
C[C@H]1CN([C@@H](C)CO)C(=O)c2cc(NC(=O)CCCN(C)C)ccc2O[C@@H]1CN(C)S(=O)(=O)c1ccc(F)cc1 | 13 | 2
C[C@@H]1CN([C@H](C)CO)C(=O)Cc2cc(NC(=O)Nc3ccc4c(c3)OCO4)ccc2O[C@@H]1CN(C)S(=O)(=O)c1cn(C)cn1 | -8 | 7
C[C@H](CO)N1C[C@H](C)[C@H](CN(C)C(=O)Nc2cccc(Oc3ccccn3)c2)OCc2cn(nn2)CCCC1=O | -9 | .
C[C@@H]1CN([C@H](C)CO)C(=O)c2cc(NS(C)(=O)=O)ccc2O[C@@H]1CN(C)CC1CCCCC1 | 6 | .
Cc1ccc(S(=O)(=O)Nc2ccc3c(c2)C(=O)N([C@H](C)CO)C[C@@H](C)[C@H](CN(C)Cc2ccncc2)O3)cc1 | -9 | 0
CC(C)NC(=O)N(C)C[C@@H]1Oc2ccc(NC(=O)Nc3ccc4c(c3)OCO4)cc2CC(=O)N([C@H](C)CO)C[C@H]1C | -24 | 12
C[C@@H]1CN([C@H](C)CO)C(=O)c2cccc(NS(=O)(=O)c3cccs3)c2O[C@H]1CN(C)S(=O)(=O)c1ccc(F)cc1 | -3 | -12
C[C@H](CO)N1C[C@H](C)[C@H](CN(C)CC2CCCCC2)Oc2ccc(NC(=O)Nc3ccc(F)cc3)cc2C1=O | 13 | -11
CC(C)NC(=O)N(C)C[C@@H]1Oc2c(NS(=O)(=O)c3cn(C)cn3)cccc2C(=O)N([C@H](C)CO)C[C@H]1C | 25 | 10
C[C@@H]1CN([C@@H](C)CO)C(=O)c2cccc(NS(=O)(=O)c3cccs3)c2O[C@H]1CN(C)C(=O)Nc1ccc2c(c1)OCO2 | 2 | 10
C[C@@H]1CN([C@@H](C)CO)C(=O)c2cc(NC(=O)Cc3cn(C)c4ccccc34)ccc2O[C@@H]1CN(C)S(=O)(=O)c1ccccc1 | 12 | -7
CC(C)(C)OC(=O)Nc1cccc(/C=N/NC(=O)CCCCCC(=O)Nc2ccccc2O)c1 | 19 | 15
C[C@H](CO)N1C[C@H](C)[C@H](CN(C)Cc2ccncc2)Oc2ccc(NC(=O)CCCCCC(=O)Nc3ccccc3N)cc2CC1=O | -23 | -2
C[C@@H]1CN([C@H](C)CO)C(=O)c2cc(N(C)C)ccc2O[C@@H]1CN(C)C(=O)Nc1ccc(C(F)(F)F)cc1 | -4 | -8
C[C@H](CO)N1C[C@H](C)[C@@H](CN(C)S(=O)(=O)c2cn(C)cn2)Oc2ccc(NC(=O)NC3CCCCC3)cc2C1=O | 2 | 7
C[C@@H]1CN([C@H](C)CO)C(=O)c2cc(NC(=O)CCCCCC(=O)Nc3ccccc3N)ccc2O[C@@H]1CN(C)S(C)(=O)=O | -49 | 7

Fetched one by one from the list above, 6 records:
canonical_smiles | T cruzi HTS | INS-1E ATP HTS
CC(C)NC(=O)N(C)C[C@@H]1Oc2ccc(NC(=O)Nc3ccc4c(c3)OCO4)cc2CC(=O)N([C@H](C)CO)C[C@H]1C | -24 | 12
C[C@H](CO)N1C[C@H](C)[C@H](CN(C)CC2CCCCC2)Oc2ccc(NC(=O)Nc3ccc(F)cc3)cc2C1=O | 13 | -11
C[C@@H]1CN([C@H](C)CO)C(=O)c2cc(N(C)C)ccc2O[C@@H]1CN(C)C(=O)Nc1ccc(C(F)(F)F)cc1 | -4 | -8
Cc1ccc(S(=O)(=O)Nc2ccc3c(c2)C(=O)N([C@H](C)CO)C[C@@H](C)[C@H](CN(C)Cc2ccncc2)O3)cc1 | -9 | 0
CC(C)(C)OC(=O)Nc1cccc(/C=N/NC(=O)CCCCCC(=O)Nc2ccccc2O)c1 | 19 | 15
C[C@@H]1CN([C@@H](C)CO)C(=O)c2cc(NC(=O)Cc3cn(C)c4ccccc34)ccc2O[C@@H]1CN(C)S(=O)(=O)c1ccccc1 | 12 | -7

Continuation:
canonical_smiles | T cruzi HTS | INS-1E ATP HTS
C[C@@H]1CCCCO[C@@H](CN(C)S(=O)(=O)c2ccc(F)cc2)[C@@H](C)CN([C@H](C)CO)C(=O)c2cc(NS(=O)(=O)c3cn(C)cn3)ccc2O1 | -11 | 5
C[C@@H]1CN([C@H](C)CO)C(=O)Cc2cc(NC(=O)Nc3ccc(C(F)(F)F)cc3)ccc2O[C@@H]1CN(C)S(=O)(=O)c1ccc(F)cc1 | 72* | -9
C[C@@H]1CN([C@H](C)CO)C(=O)c2cccc(NC(=O)NC3CCCCC3)c2O[C@@H]1CN(C)C | -37 | 3
Cc1ccc(S(=O)(=O)N(C)C[C@H]2Oc3c(NC(=O)c4cnccn4)cccc3C(=O)N([C@@H](C)CO)C[C@@H]2C)cc1 | -4 | 11
COc1ccc(S(=O)(=O)N(C)C[C@H]2Oc3ccc(NC(=O)Nc4ccc(F)cc4)cc3C(=O)N([C@@H](C)CO)C[C@H]2C)cc1 | 19 | -13
C[C@@H]1CCCCO[C@@H](CN(C)C(=O)Nc2cccc3ccccc23)[C@@H](C)CN([C@H](C)CO)C(=O)c2cc(NC(=O)NC3CCCCC3)ccc2O1 | -35 | -2
C[C@@H]1CCCCO[C@H](CN(C)S(=O)(=O)c2cn(C)cn2)[C@@H](C)CN([C@H](C)CO)C(=O)c2cc(NC(=O)c3ccncc3)ccc2O1 | 0 | -3
CC(C)NC(=O)N(C)C[C@@H]1Oc2c(cccc2N(C)C)C(=O)N([C@H](C)CO)C[C@@H]1C | -31 | 2
C[C@H]1CN([C@@H](C)CO)C(=O)CCCn2nncc2CO[C@@H]1CN(C)Cc1cccc(O)c1 | 8 | .
C[C@H](CO)N1C[C@H](C)[C@H](CN(C)C(=O)Nc2cccc3ccccc23)Oc2ccc(NC(=O)Cc3ccccc3)cc2CC1=O | -19 | 18
C[C@@H]1CN([C@H](C)CO)C(=O)c2cccc(NC(=O)Nc3ccc(F)cc3)c2O[C@@H]1CN(C)S(=O)(=O)c1cn(C)cn1 | -6 | 8
C[C@@H]1CN([C@@H](C)CO)C(=O)c2cccc(NC(=O)c3ccncc3)c2O[C@H]1CN(C)Cc1ccc(C(F)(F)F)cc1 | 77* | 4
C[C@@H]1CN([C@H](C)CO)C(=O)CCCn2cc(nn2)CO[C@H]1CN(C)C(=O)C1CC1 | -17 | .
C[C@@H]1CN([C@H](C)CO)C(=O)c2cc(NC(=O)CCN3CCOCC3)ccc2O[C@@H]1CN(C)S(=O)(=O)c1cccs1 | -10 | 10
C[C@H]1CN([C@@H](C)CO)C(=O)CCCn2nncc2CO[C@H]1CN(C)S(=O)(=O)c1ccc(C#N)cc1 | 7 | .
Cc1noc(C)c1S(=O)(=O)Nc1ccc2c(c1)C(=O)N([C@H](C)CO)C[C@H](C)[C@H](CN(C)Cc1ccc(C(=O)O)cc1)O2 | -9 | 6
C[C@H](CO)N1C[C@H](C)[C@@H](CN(C)S(=O)(=O)c2ccc(Cl)cc2)Oc2c(NC(=O)c3ccc(-c4nccs4)cc3)cccc2C1=O | 30 | 2
COc1ccc(OC(=O)N(C)C[C@@H]2OCc3cn(nn3)CCCC(=O)N([C@H](C)CO)C[C@H]2C)cc1 | -15 | .
CC(C)NC(=O)Nc1ccc2c(c1)CC(=O)N([C@@H](C)CO)C[C@H](C)[C@H](CN(C)S(=O)(=O)c1ccccc1)O2 | -13 | 5
Cc1ccc(S(=O)(=O)N(C)C[C@@H]2OCCCC[C@@H](C)Oc3ccc(NC(=O)CCC(F)(F)F)cc3C(=O)N([C@H](C)CO)C[C@@H]2C)cc1 | -28 | 14
C[C@H]1CN([C@@H](C)CO)C(=O)Cc2cc(NC(=O)Cc3ccccc3)ccc2O[C@H]1CN(C)Cc1ccc(Cl)c(Cl)c1 | 57* | -27

High-throughput results: PubChem BioAssay, Broad Institute

Compounds as they come; 5.3% or so of the library scored in one or more.
